Screening results deposited in PubChem by several laboratories.
Diaph act CS: compounds boosting diaphorase resazurin reduction – biochemical, uHTS, resorufin fluorescence, counter-screen for diaphorase-coupled primary assays, primary screen; Diaphorase/resazurin coupled assay, 16 min; hits give high values; 1 = vehicle wells, 0 = NADH-free wells; activation factor at 20 µM; hit rate 0.005% among 190,000;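 active = diaphorase activity raised at least twofold by the compound at 20 µM; inactive = activation factor below 2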
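Material: purified diaphorase enzyme from Clostridium kluyveri; Also added: 0.114 mM NADH and 0.1 mM resazurin, final amounts; Doses: single compound dose of 20 µM, 1% DMSO final; Times: 16 min enzyme reaction, ambient temperature; Detection: resorufin fluorescence, excitation 544 nm, emission 590 nm; Measure: increased resorufin signal from activators or reducing compounds.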
ROMK primary: ROMK potassium channel modulators, primary screen, cell-based, thallium flux, MLSMR library; ATP-sensitive inward rectifier potassium channel 1 (Homo sapiens), P48048; Tet-inducible ROMK, thallium flux fluorescence; actives lie on both sides; B-score at 10 µM; hit rate 2% among 130,000;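 active = signal ratio slope over the read window, or its plate-corrected B-score, at least 3 SD from the plate mean, either direction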;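 also: B-score of the F/F0 ratio slope over 7 to 12 s after thallium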
Target sequence (P48048 whole entry, looked up): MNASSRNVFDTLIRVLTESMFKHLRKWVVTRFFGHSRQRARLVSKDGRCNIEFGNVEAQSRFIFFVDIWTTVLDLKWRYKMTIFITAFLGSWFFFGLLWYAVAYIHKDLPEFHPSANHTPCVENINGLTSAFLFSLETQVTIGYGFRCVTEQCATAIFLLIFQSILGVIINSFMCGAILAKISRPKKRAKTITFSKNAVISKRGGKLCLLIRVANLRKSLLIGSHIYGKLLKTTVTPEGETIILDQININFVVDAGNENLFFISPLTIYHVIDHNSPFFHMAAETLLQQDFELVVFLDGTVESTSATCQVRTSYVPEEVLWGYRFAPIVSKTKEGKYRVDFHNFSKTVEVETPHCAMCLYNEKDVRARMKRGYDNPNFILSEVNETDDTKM
PPARg SRC2 recr: agonists of PPARg-SRC-2 recruitment, primary screen, biochemical, HTS; activation, % at 8 µM; Peroxisome proliferator-activated receptor gamma (Homo sapiens), P37231; hit rate 0.34% among 200,000; AID 1032, 2008; PPARgamma LBD-SRC-2 recruitment; in the data active = activation above about 22%;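 also: 0% = vehicle and 100% = reference agonist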
Target sequence (P37231 whole entry, looked up, the tested form may be a part): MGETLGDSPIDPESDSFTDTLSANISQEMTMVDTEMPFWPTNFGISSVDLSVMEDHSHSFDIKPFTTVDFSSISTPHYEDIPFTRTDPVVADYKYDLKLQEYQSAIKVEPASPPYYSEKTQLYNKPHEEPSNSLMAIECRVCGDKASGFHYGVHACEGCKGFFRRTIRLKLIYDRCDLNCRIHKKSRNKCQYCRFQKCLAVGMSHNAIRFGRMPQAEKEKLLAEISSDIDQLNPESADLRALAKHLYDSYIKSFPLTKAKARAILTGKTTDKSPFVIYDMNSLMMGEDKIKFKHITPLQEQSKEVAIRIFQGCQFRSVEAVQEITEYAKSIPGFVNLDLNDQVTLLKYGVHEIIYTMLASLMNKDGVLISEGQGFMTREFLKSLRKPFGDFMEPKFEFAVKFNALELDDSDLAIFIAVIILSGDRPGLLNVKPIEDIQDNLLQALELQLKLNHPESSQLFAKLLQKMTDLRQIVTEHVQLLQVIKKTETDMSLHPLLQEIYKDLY
S1P3 antagonist: S1P3 receptor antagonists, primary screen, cell-based | Sphingosine 1-phosphate receptor 3 (Homo sapiens), Q99500 | hit rate 0.27% among 170,000 | AID 485, 2006 | inhibition, % at 4.98 µM | CHO S1P3 NFAT-BLA reporter, FRET fluorescence, antagonist mode;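 active = inhibition above the plate cutoff, the mean inhibition of test wells on that plate plus 3 SD, cut at about 28% in these data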;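 also: cells challenged with S1P at its EC80 of 0.8 µM; blue over green emission ratio from cleaved BLA substrate after 4 h stimulation; 0% = S1P-stimulated wells and 100% = unstimulated DMSO-only wells; some compounds past the cut are filed as inactive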
Diaph inh CS: diaphorase inhibitors and chemical oxidizers, primary screen, counter-screen for diaphorase-coupled primary assays, biochemical, uHTS, resorufin fluorescence; diaphorase resazurin-to-resorufin fluorescence, NADH, 16 min; bacterial (C. kluyveri) enzyme, not human; inhibition, % at 20 µM; hit rate 0.69% among 190,000; AID 1217, 2008;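 active = primary screen inhibition at 20 µM above a set limit, cut at about 50% in these data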;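 also: plate controls were DMSO with full reaction for no effect and wells lacking NADH for full effect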
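Detection: fluorescence of resorufin formed from resazurin, Ex 544/Em 590 nm; test system: Clostridium kluyveri diaphorase enzyme; amount: 0.14 U/mL diaphorase, enzyme working solution; times: 16-min room-temperature incubation before reading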
PMI activator: activators of human PMI, primary screen, biochemical, fluorescence intensity, near-Km mannose 6-phosphate. Mannose-6-phosphate isomerase (Homo sapiens), P34949. activation factor at 20 µM. purified human PMI, coupled resazurin fluorescence, 20 min; hits give high values; 1 = vehicle control, 0 substrate-free wells. hit rate 0.005% among 190,000;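 active = activation factor of 2 or more at 20 µM, relative to plate controls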
PMI act satM6P: human PMI activators, high substrate, primary screen, biochemical, fluorescence intensity, near-saturating mannose 6-phosphate. hit rate 0.34% among 190,000. coupled PMI enzyme assay, resazurin fluorescence, 20 min; hits give high values; 1 = untreated enzyme, 0 = substrate-free blank. activation factor at 20 µM. AID 1216, 2008;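 active = activation factor of 2 or more at 20 µM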
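Material: human phosphomannose isomerase with PGI, G6PDH, diaphorase coupling enzymes. Quantity: 15 ng/mL PMI. Medium: HEPES pH 7.4 buffer with MgCl2 and Tween-20. Reagent: Near-saturating mannose-6-phosphate, 1.0 mM. Compound: 20 µM single dose. Times: enzyme reaction with compound 20 min at room temperature. Detection: resorufin fluorescence at Ex 544/Em 590 nm.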
PPARg SRC3 recr: PPARgamma agonists recruiting SRC-3 coactivator, primary screen, biochemical | biochemical PPARgamma/SRC-3 coactivator recruitment assay | activation, % at 8 µM | hit rate 0.26% among 200,000 | Peroxisome proliferator-activated receptor gamma (Homo sapiens), P37231; in the data active = activation above about 23%;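 also: 0% = DMSO and 100% = reference agonist; some compounds past the cut are filed as inactive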
PPARg SRC-1 ag: PPARgamma agonists recruiting SRC-1 coactivator, primary screen, biochemical | Peroxisome proliferator-activated receptor gamma (Homo sapiens), P37231 | PPARgamma-SRC-1 coactivator recruitment biochemical assay | activation, % at 8 µM | hit rate 0.41% among 200,000 | AID 631, 2007; in the data active = activation above about 19%;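 also: 0% = DMSO and 100% = reference agonist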
TR-FRET SRC-2 ct: TR-FRET signal artefacts, primary screen, artefact control for PPARgamma SRC-2 agonist project, biochemical; TR-FRET ratio at 8 µM; AID 1049, 2008; hit rate 0.4% among 200,000; TR-FRET artefact counter-screen; hits give high values; in the data active = TR-FRET ratio above about 2000; also: inactives centre near 1500
G6PDH counter: L. mesenteroides G6PDH inhibitors, counter-screen for G6PDH-coupled screening assays, biochemical, Leuconostoc mesenteroides enzyme | glucose-6-phosphate dehydrogenase [Leuconostoc mesenteroides] | Purified L. mesenteroides G6PDH, diaphorase/resazurin coupled fluorescence, 45 min | inhibition, % at 5 µM | hit rate 0.12% among 200,000 | AID 1020, 2008; in the data active = inhibition above about 50%
Numbers without * were called inactive; nt = no result given.

SMILES	Diaph act CS	ROMK primary	PPARg SRC2 recr	S1P3 antagonist	Diaph inh CS	PMI activator	PMI act satM6P	PPARg SRC3 recr	PPARg SRC-1 ag	TR-FRET SRC-2 ct	G6PDH counter
NC(=O)C1CCN(CCC(=O)Nc2cccc(Cl)c2)CC1	0.8	nt	1	1	23	1	1	-1	0	1490	6
Cc1ccc(-n2c(-c3ccco3)nc3c(cnn3-c3ccc(C)cc3)c2=O)cc1	0.8	nt	8	nt	18	1	1	-4	-3	1707	2
CCCCC(=O)Nc1ccc2c3c(cccc13)C(=O)N2CC	0.8	nt	0	20	15	0.9	0.7	0	9	1556	10
Cc1cc(C)c2cc(CN(CCO)C(c3nnnn3Cc3ccc(F)cc3)C(C)C)c(=O)[nH]c2c1 (stereo not given)	0.7	-2.7	4	-33	26	0.8	0.9	-4	6	1627	-2
Cc1onc(-c2ccccc2)c1C(=O)NNC(=S)NC(=O)/C=C/c1ccccc1	1	nt	-1	-5	0	1	1.2	-2	-3	1686	11
O=C(c1ccco1)N1CCN(C(=O)c2cc3sccc3n2Cc2ccccc2)CC1	0.9	nt	11	-12	12	1.1	1.1	2	-5	1606	6
CCn1c(SCC(N)=O)nnc1-c1ccc2c(c1)OCO2	0.9	0.43	3	-7	5	1.1	1.1	-2	-6	1576	-1
CCO[C@@H]1OC(C(=O)N2CCN(Cc3ccccc3)CC2)=C[C@H](C2CC2)[C@H]1CCCO	0.8	nt	4	-2	19	0.9	1	-4	2	1568	10
COc1ccc2nc(NC(=O)C3CCN(S(=O)(=O)c4cccc5nsnc45)CC3)sc2c1	0.7	nt	9	-18	27	0.8	0.8	2	8	1682	4
CCN1CCN(C(=O)/C=C/c2ccc(C)o2)CC1	1	nt	-9	-7	-4	1	1.1	-4	-7	1547	6
N#CC1=C(N)S[C@H](C(=O)C23CC4CC(CC(C4)C2)C3)[C@H]1c1ccncc1	0.9	nt	1	-86	10	1.1	1.4	3	4	1609	-19
COc1ccc2nc(Cl)c(/C=N/Nc3ccccn3)cc2c1	1.3	-0.6	6	-22	-27	1.3	0.9	0	0	1659	0
O=C(N1CCOCC1)N1CCN(c2ccccc2F)CC1	1.1	nt	-11	-50	-8	1.1	1.1	-17	-5	1324	5
Cc1ccc(C(=O)/C=C/Nc2ccc(S(=O)(=O)Nc3onc(C)c3C)cc2)cc1	1	1.3	3	-4	1	1.2	1.1	4	2	1736	6
CSCCc1nc(SCC(=O)Nc2nnc(C)s2)[nH]c1C	0.8	nt	6	-26	17	0.9	0.9	3	1	1512	-14
N#Cc1ccsc1NC(=O)CSc1nnnn1-c1ccc(O)cc1	0.8	1.5	-5	-9	22	1	1	2	1	1419	5
CC1CCCN(C(=O)Cc2ccc(F)cc2)C1 (stereo not given)	0.8	0.44	6	nt	16	0.8	0.9	4	11	1548	2
COC(=O)c1ccc(C(=O)N2CCCC(CNC(=O)c3ccccc3Cl)C2)cc1 (stereo not given)	1	0.95	6	-14	1	1	1.1	9	-12	1197	0
CNc1sc(C(=O)c2ccccc2F)c(N)c1-c1nc2ccccc2s1	0.8	0.08	12	nt	22	1.6	2*	4	3	1543	-1
COc1c(OC)c(O)c2c(=O)cc(-c3c(O)cccc3O)oc2c1OC	0.7	nt	2	-1	27	0.9	1	0	21*	1598	16
CC(C)OC(=O)/C(=C/c1cccnc1)NC(=O)c1ccccc1	0.9	0.81	-2	-16	7	0.9	1	-1	3	1487	7
CC(O)CN1C(=O)C(CC(=O)Nc2ccc(Cl)cc2)SC1=Nc1ccccc1 (stereo not given)	0.9	-1	-1	nt	14	0.9	1	1	-4	1555	5
CCOC(=O)Cn1cc(C#N)c2cccc(CC)c21	0.9	-1.8	2	-3	14	0.9	1	-1	4	1542	5
Cc1ccc(N2C(SCC(=O)O)=NC(=Nc3cccc(C)c3)C23CCCC3)cc1	1	0.24	-1	-8	4	0.8	0.9	-5	-1	1519	-1
COC(=O)Nc1sc(C(=O)N(C)C)c(C)c1C(=O)OC	0.9	nt	1	nt	8	1.1	1.1	-7	6	1426	2
O=C(CCn1cccc1)Nc1ccccc1F	0.9	-0.82	-1	-2	9	1	1	2	-4	1417	4
Cc1cccc(OCCSc2nnc(-c3ccoc3C)n2C)c1	0.9	nt	4	3	15	1	1	1	4	1467	2
CCOc1cc([C@H]2[C@@H]3CCCC[C@]3(O)CCN2CC(=O)NCc2ccco2)ccc1O	0.7	-0.43	7	-32	28	1	0.9	-11	3	1478	-4
Cc1ccccc1-c1ccc(Nc2ccc(C(=O)N3CCOCC3)cc2)nn1	0.9	-0.087	0	nt	9	1	1	-4	-3	1613	6
Cc1cccc(C)c1NC(=O)CSc1nnc(CCCCCNC(=O)OC(C)(C)C)o1	0.8	nt	10	1	23	0.9	0.9	9	2	1710	-3
COc1ccccc1C(=O)Nc1cc2c(ccc3ccccc32)oc1=O	1	nt	8	nt	3	1	1.1	2	2	1370	0
CC(C)CCn1cnc2c1c(=O)n(C)c(=O)n2C	1	0.046	-1	-28	4	1	1.1	3	1	1532	0
CC(=O)N(C)c1ccc(NC(=S)Nc2ccc(C(C)C)cc2)cc1	0.8	-1.2	1	-9	17	1	0.9	4	3	1654	-2
O=C(O)CCN1CCOCC1	1	nt	-4	-7	3	1.1	1.1	-4	-4	1500	10
CCn1nc(NC(=O)c2ccco2)c2cc3ccccc3nc21	0.9	0.095	16	nt	9	1.1	1	11	8	1581	4
Oc1ccc(/C=N/Nc2nc(N3CCCC3)nc(N3CCCC3)n2)cc1O	0.3	0.14	0	4	72*	0.4	0.7	11	-3	1412	28
Cc1cc(C(=O)Nc2c[nH]c(=O)[nH]c2=O)ccc1[N+](=O)[O-]	1.1	0.09	4	-10	-13	1.2	1.1	0	-2	1437	2
C=CCOc1cccc(CNc2ccc3[nH]c(=O)[nH]c3c2)c1	0.7	-0.13	6	1	30	0.8	0.6	3	8	1534	-3
CCN(CC)C(=O)CSc1nc(C)cc(C)c1C#N	1	0.5	-5	12	1	1.3	1.3	7	5	1471	3
CCOC(=O)c1cc(-c2ccccc2)sc1NC(=O)C(C)OC(=O)c1cccc(S(=O)(=O)N(C)C)c1 (stereo not given)	0.9	0.57	8	-17	11	0.9	0.9	1	2	1372	4

Whole records, looked up by structure. Values in the order: Diaph act CS | ROMK primary | PPARg SRC2 recr | S1P3 antagonist | Diaph inh CS | PMI activator | PMI act satM6P | PPARg SRC3 recr | PPARg SRC-1 ag | TR-FRET SRC-2 ct | G6PDH counter
Cc1ccc(-n2c(-c3ccco3)nc3c(cnn3-c3ccc(C)cc3)c2=O)cc1 as listed: 0.8 | nt | 8 | nt | 18 | 1 | 1 | -4 | -3 | 1707 | 2
COc1c(OC)c(O)c2c(=O)cc(-c3c(O)cccc3O)oc2c1OC as listed: 0.7 | nt | 2 | -1 | 27 | 0.9 | 1 | 0 | 21* | 1598 | 16

Later entries:
SMILES	Diaph act CS	ROMK primary	PPARg SRC2 recr	S1P3 antagonist	Diaph inh CS	PMI activator	PMI act satM6P	PPARg SRC3 recr	PPARg SRC-1 ag	TR-FRET SRC-2 ct	G6PDH counter
CCC(=O)N1CCc2cc(S(=O)(=O)CCC(=O)Nc3nc(C)cs3)ccc21	1	1.3	5	1	-1	1.1	1.2	0	4	1436	-2
CS(=O)(=O)N(CC(=O)N1CCCC1)Cc1ccc(Cl)cc1	0.9	1	-2	-6	7	1	1.1	-5	2	1605	-2
CS(=O)(=O)c1ccc(Cl)c(S(=O)(=O)NCc2ccccc2)c1	0.8	nt	8	-12	16	1	1	7	6	1593	1
COCCCN(C(=O)c1cc2c(s1)CCC2)c1c(N)n(Cc2ccccc2)c(=O)[nH]c1=O	0.8	-0.46	9	4	18	0.9	0.8	1	1	1459	10
Cc1ccc(S(=O)(=O)NNC(=O)NC23CC4CC(CC(C4)C2)C3)cc1	1	-1.2	-7	3	4	1.1	1	0	1	1454	3
Cc1c(NC(=O)C(C)c2ccc(CC(C)C)cc2)c(=O)n(-c2ccccc2)n1C (stereo not given)	0.8	nt	-4	nt	20	1	1	-2	-2	1313	9
O=C(NCCCN1CCCC1)c1ccc(CS(=O)(=O)c2ccc(Br)cc2)o1	0.9	nt	-7	4	5	1	0.9	7	-7	1451	-1
O=C1OC(c2cccs2)=N/C1=C/c1ccc(-c2cccc(C(=O)O)c2)o1	0.7	-0.48	6	8	35	1.1	1	2	7	1633	-2
CCC1(C)Cc2ccccc2C(Nc2c(C)n(C)n(-c3ccccc3)c2=O)=N1 (stereo not given)	1	0.005	-5	nt	1	1	1.1	-10	-3	1304	-6
O=C(Nc1ccc(S(=O)(=O)N2CCN(Cc3ccccc3)CC2)cc1)c1cnccn1	1	nt	5	24	0	1	1	8	5	1633	5
COC(=O)C1=C(O)C(C(=O)OC)C(c2ccc(C)cc2)C(C#N)(C#N)C1c1ccc(C)cc1 (stereo not given)	0.8	nt	5	nt	24	1	1	-3	0	1687	2
COc1ccccc1C(=O)Nc1ccc(CN2CCCCC2)cc1	1	nt	3	nt	2	1.1	1.1	1	-10	1628	10
O=C(Nc1ccccc1N1CCN(C(=O)c2ccc(Cl)cc2)CC1)c1ccc(Br)cc1	0.8	2.4	15	nt	19	0.8	0.9	7	2	1749	3
Cc1cccc(NC(=O)c2oc(=O)c3ccccc3c2-c2ccccc2)c1C	0.8	0.36	-8	-9	16	1	0.9	-5	-6	1396	6
CC(=O)c1cccc(Nc2nc(=O)c3cccnc3s2)c1	0.9	nt	7	nt	9	0.9	1	5	8	1667	4
C=CCN=c1scc(-c2ccccc2)n1/N=C/c1ccccn1	0.9	0.39	2	4	9	0.9	1	0	4	1474	-7
CC(C)N(Cc1ccccc1)C(=O)CSc1nccn1C	0.9	-0.093	8	-4	9	1.1	1.1	-5	1	1542	6
COc1cc2c(cc1NC(=O)C(C)N1CCN(S(=O)(=O)c3ccc(C)c(C)c3)CC1)oc1ccccc12 (stereo not given)	1	-0.05	-1	nt	4	1	1	-2	-1	1591	0
